Screening results: PubChem, Southern Research Specialized Biocontainment Screening Center
inhibitors of VEEV – inhibitors of VEEV TC-83 cytopathic effect, confirmation, Vero cells (AID 588727); Vero cells, VEEV TC-83 cytopathic effect inhibition; higher % means a stronger effect; one-dose inhibition, % at 20 µM; IC50 in µM for titrated hits; hit rate 0.13% among 350,000; in the data active = a potency from the dose series; inconclusive = inhibition mostly from about 14% at the one dose, without a potency; inactive = the rest, 99 in 100 with inhibition below about 12%; note: strong numbers were not always called active
PhoP GFP inhibition – PhoP regulon inhibitors, Salmonella typhi PhoP promoter GFP reporter, confirmatory (AID 1850); hit rate 0.33% among 310,000; inhibition, % at 50 µM, or IC50 in µM where a hit was titrated; Salmonella Typhi PhoP-promoter GFP reporter, fluorescence, 4 h; higher % means a stronger effect; in the data active = a potency from the dose series; inconclusive = inhibition mostly from about 25% at the one dose, without a potency; inactive = the rest, 99 in 100 with inhibition below about 19%;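 note: 0% = induced wells with vehicle and 100% = uninduced wells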
M. tuberculosis HTS – M. tuberculosis growth inhibition, HTS (AID 449762); one-dose inhibition, % at 25 µM; IC50 in µM for titrated hits; M. tuberculosis H37Rv growth inhibition, 7H9 media; higher % means a stronger effect; hit rate 0.59% among 330,000; in the data active = a potency from the dose series; inconclusive = inhibition above about 70% without an active follow-up result;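 note: bacterial growth assessed after seven days of incubation; strong numbers were not always called active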
M. tuberculosis – growth inhibition of non-replicating M. tuberculosis (AID 488890) | hit rate 0.39% among 320,000 | Mycobacterium tuberculosis non-replicating, growth inhibition; higher % means a stronger effect | inhibition, % at 25 µM; hits with a dose series show IC50 in µM; in the data active = a potency from the dose series; inconclusive = inhibition mostly from about 82% at the one dose, without a potency; inactive = the rest, 99 in 100 with inhibition below about 76%;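 note: plate controls were DMSO cells for no effect and high antibiotic wells for full effect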
influenza NS1A – H1N1 influenza NS1A inhibitors, functional cell based assay (AID 504329); NS1A functional cell-based assay, percent inhibition; higher % means a stronger effect; inhibition, % at 12.5 µM, or IC50 in µM where a hit was titrated; hit rate 0.3% among 340,000; in the data active = a potency from the dose series; inconclusive = inhibition above about 27% without an active follow-up result; note: strong numbers were not always called active
inhibitors of VEEV 10K pilot screen – further read-out of inhibitors of VEEV, marked with its call; inhibition, %; measured here: 10K pilot screen inhibition
Starred values were filed as active, the others as inactive; i = inactive; ? = inconclusive; . = no result given; & = joins results of further samples.

SMILES | inhibitors of VEEV | PhoP GFP inhibition | M. tuberculosis HTS | M. tuberculosis | influenza NS1A | others
CCN(CC)S(=O)(=O)c1ccc(Cl)c(NC(=O)COC(=O)c2ccc(O)cc2)c1 | 0.3% | 1% | -4% | 26% | 0%
CCOC(=O)C1CCCCN1S(=O)(=O)c1cc2c(cc1C)NC(=O)CO2 (centres undefined) | 1.3% | 12% | -4% | 11% | 1%
CCC(C)NC(=O)C(=O)NCC1CCCN1CC (centres undefined) | 1.1% | -13% | -4% | 33% | -3%
O=C(NCC1CCCCC1)c1cccc(S(=O)(=O)N2CCCC2)c1 | i | . | 4% | 5% | -3%
Cc1ccc(/C=C(\C#N)C(=O)NCC2CCCO2)o1 (centres undefined) | 1.5% | -11% | -1% | 5% | 4%
CCC(=O)Nc1nc(CC(=O)Nc2ccccc2OC)cs1 | 0.4% | -11% | -3% | -5% | 2%
O=C(NCC1COc2ccccc2O1)C1CCN(S(=O)(=O)c2ccccc2)CC1 (centres undefined) | 4.1% | . | -1% | 11% | -8%
CCOC(=O)c1cc(-c2ccc(C)c([N+](=O)[O-])c2)nc2c1c(=O)n(C)c(=O)n2C | . | 2% | 9% | -2% | .
COc1cccc(C(=O)Nc2cc3c(cc2C(C)=O)OCCO3)c1 | 4.3% | 5% | 1% | 17% | 18%
Cc1nn(S(=O)(=O)c2ccc(F)cc2)c(C)c1S(=O)(=O)N1CCOCC1 | i | -6% | 6% | -9% | 0%
CC(C)c1ccc(NC(=O)COc2ccc(C3SCCS3)cc2)cc1 | 3.4% | 7% | 54% | 45% | -20%
CCCCc1ccc(/C=C2/C(=O)ON=C2c2ccccc2)s1 | 0.2% | -1% | ? | ? | 1%
NC(=O)c1ccc(NC(=O)CNCc2ccccc2Cl)cc1 | 1.8% | 6% | -4% | -1% | 12%
COc1ccnc(NCc2cccnc2)c1C#N | i | -8% | -3% | 2% | -10%
O=C(O)COCC(=O)N1CCN(C2c3ccccc3-c3ccccc32)CC1 | 0.6% | 3% | 4% | -14% | 0%
COc1cc(C(=O)Nc2nc3ccccc3s2)ccc1OCc1c(C)noc1C | 2.5% | -11% | 3% | 15% | -19%
Cc1ccc(NCc2nnc(SCCN3CCCCC3)n2CC2CCCO2)c(C)c1 (centres undefined) | 0.1% | -2% | -13% | 10% | 10%
CCN1C(=O)/C(=C2\SC(=S)N(CCCOC)C2=O)c2ccccc21 | 1.7% | -1% | 15% | -6% | 63µM*
C#CCNC(=O)/C=C/c1ccc(OC)cc1 | i | 1% | 3% | 62% | -6%
COc1ccc(NC(=O)c2cccs2)cn1 | 0.2% | 3% | -5% | -12% | -7%
CN(CC(=O)Nc1ccc(Cl)c(C(F)(F)F)c1)C(=O)c1cc(=O)[nH]c2ccccc12 | 7.5% | -1% | ? | 18% | -16%
Cc1cnc(NC(=O)COc2ccc3c(c2)CCC3)s1 | 7.2% | -2% | 64% | ? | -2%
C/C(N)=C(/C#N)C(=O)CSc1nnc(-c2ccc3c(c2)OCO3)o1 | i | -2% | -4% | -4% | -4%
CC(OC(=O)Cc1c[nH]c2ccccc12)C(=O)Nc1ccccc1[N+](=O)[O-] (centres undefined) | 5.1% | 10% | 6% | -4% | 6%
O=C(Cn1cnc2c(nnn2Cc2ccc(F)cc2)c1=O)NCc1ccc(F)cc1 | 2.4% | -6% | -1% | -8% | 8%
(listing goes on)
SMILES | inhibitors of VEEV | PhoP GFP inhibition | M. tuberculosis HTS | M. tuberculosis | influenza NS1A | others
COc1cc(NC(=O)CSc2nnnn2Cc2ccccc2)cc(OC)c1 | 1.1% | 1% | -5% | 4% | 10%
O=C(c1ccc2c(c1)OCO2)N(c1ccc(F)cc1)C1C=CS(=O)(=O)C1 (centres undefined) | 0.8% | -15% | 7% | 4% | 0%
CCOC(=O)c1cc(-c2ccccc2)nn1CC1CC(c2ccc(OC)cc2)=NO1 (centres undefined) | 2.4% | . | 3% | 5% | 24%
Cc1c(Cl)cnc(NC(=O)CSc2nnnn2C)c1Cl | 0.8% | . | -8% | -10% | -7%
Clc1ccc(-c2nnc(COc3ncnc4ccccc34)o2)cc1 | 0.9% | 0% | -8% | 39% | 5%
CN1CCN(c2nc(-c3cccnc3)nc3scc(-c4ccccc4)c23)CC1 | 11% | 5% | ? | ? | 4%
COc1cc(C2CC(=O)Oc3ccc(C(C)(C)C)cc32)cc(OC)c1OC (centres undefined) | 0.9% | . | . | . | 1%
CCOc1ccc(-n2c(SCC(N)=O)nc3c(c2=O)SCC3)cc1 | 1.3% | 0% | 5% | 9% | 10%
CCCCS(=O)(=O)C(=C1Nc2ccccc2N1)S(=O)(=O)CCCC | 0.3% | -6% | 2% | 9% | 8%
O=c1c2ccccc2c(-c2ccccc2)nn1-c1ccccn1 | 3.6% | 4% | 62% | 16% | -2%
O=C(COc1ccc(Cl)cc1)NCc1n[nH]c(=O)c2ccccc12 | 1.5% | 7% | -11% | -9% | -9%
CC1=Nn2c(nnc2C2CCCCC2)SC1 | i | -13% | 1% | 1% | 1%
c1ccc2c(CSCCc3ccncc3)cccc2c1 | 6.2% | -6% | 30% | 36% | -7%
OCCC1CN(Cc2nc(-c3ccccc3)cs2)CCN1Cc1ccc(F)cc1 (centres undefined) | i | -3% | 10% | 5% | 15%
Cc1cccc(NC(=S)NCCc2ccccc2)c1C | 0.1% | -8% | -3% | 40% | -7%
COc1ccc(CNC(=O)C(NC(C)=O)C(=O)Nc2ccc(C(C)C)cc2)cc1 (centres undefined) | 0.3% | -3% | 6% | -2% | 1%
COc1ccc(-c2nnc(-c3cc4c(ccc5ccccc54)oc3=O)o2)cc1 | 2.0% | -21% | -3% | ? | 7%
O=C(CN(c1ccc(F)cc1)S(=O)(=O)c1ccccc1)NCc1ccco1 | 6.3% | -2% | -8% | 6% | 1%
CC(=O)c1cc(CN2CCC(C(=O)Nc3cccc(-c4cscn4)c3)CC2)cs1 | 8.6% | -8% | -6% | 14% | -7%
O=C(/C=C/c1ccc2c(c1)OCO2)NCCS(=O)(=O)N1CCN(c2ccc(F)cc2)CC1 | 1.2% | 13% | 5% | 7% | -7%
Cc1ccc(C(=O)COC(=O)COc2ccc(C)c(C)c2)cc1 | 0.6% | -5% | 5% | 60% | -7%
CN(C)CCCNCC(=O)NN(c1ccccc1)c1ccccc1 | . | 7% | 2% | 9% | .
CSc1cccc(NC(=S)N2CCC(N(C)C3CCCCCC3)CC2)c1 | 0.3% | -2% | 4% | 50% | 18%
COc1ccccc1N1CCN(C(=O)CN(Cc2ccccc2)S(C)(=O)=O)CC1 | 2.3% | -2% | -4% | 18% | 11%
O=[N+]([O-])c1ccc(COn2nnc3ccccc32)cc1 | 0.5% | -1% | 6% | 10% | 6%

Ordered by SMILES length (descending): some entries from above
SMILES | inhibitors of VEEV | PhoP GFP inhibition | M. tuberculosis HTS | M. tuberculosis | influenza NS1A | others
O=C(CN(c1ccc(F)cc1)S(=O)(=O)c1ccccc1)NCc1ccco1 | 6.3% | -2% | -8% | 6% | 1%
CCCCS(=O)(=O)C(=C1Nc2ccccc2N1)S(=O)(=O)CCCC | 0.3% | -6% | 2% | 9% | 8%
CN(C)CCCNCC(=O)NN(c1ccccc1)c1ccccc1 | . | 7% | 2% | 9% | .
c1ccc2c(CSCCc3ccncc3)cccc2c1 | 6.2% | -6% | 30% | 36% | -7%

(continued)
SMILES | inhibitors of VEEV | PhoP GFP inhibition | M. tuberculosis HTS | M. tuberculosis | influenza NS1A | others
S=C(NCc1ccccc1)NN1CCOCC1 | 2.3% | 0% | 1% | -18% | -13%
CC(=O)NC(C(=O)NCC(N)=O)C(C)C (centres undefined) | 2.7% | -5% | -1% | 6% | 9%
O=C(CSc1nnc(-c2ccccc2)n1-c1ccc(Cl)cc1)NC1CCS(=O)(=O)C1 (centres undefined) | 1.1% | 74µM* | 9% | 10% | -7%
Cc1ccnc(NC(=O)c2ccc(NC(=O)c3ccco3)cc2)c1 | 5.2% | 11% | -4% | 70% | -6%
COc1ccc(S(=O)(=O)N2CN(Cc3ccco3)c3nc4ccccc4nc32)cc1 | 0.4% | -12% | 0% | -7% | 7%
O=C(/C=C/c1ccccc1)NC1CC2CCCC(C1)N2Cc1ccccc1 (centres undefined) | . | 4% | 5% | 0% | .
CC(Oc1ccccc1)C(=O)Nc1ccccc1F (centres undefined) | 0.8% | -10% | -3% | 1% | 6%
Nc1c(-c2ccc(Cl)cc2)cnc2c(-c3ccc(F)cc3)cnn12 | 2.1% | 1% | 5% | -1% | -19%
CCOC(=O)N1CCC(NS(=O)(=O)c2cc(C(=O)OC)n(C)c2)CC1 | 0.7% | -18% | -11% | -9% | 24%
COc1ccc(Cl)cc1Nc1nc2ccc(C)cc2n2cnnc12 | 7.8% | -7% | 13% | 6% | -2%
Cc1ccc(NC(=O)CSCc2cc(=O)n3cc(C)sc3n2)cc1 | 0.2% | -4% | 5% | 7% | 7%
COc1ccc(CC(=O)NC(C)CCc2ccccc2)cc1 (centres undefined) | 1.4% | 0% | 1% | 37% | 7%
COc1ccc(C)cc1NCC(=O)Nc1ccc(C(C)(C)C)cc1 | 4.8% | 2% | 52% | 37% | 0%
C/C(=N\NC(=O)Cc1cccn1C)c1cccc2ccccc12 | i | 0% | 2% | 9% | 5%
Fc1cc(F)cc(NC(=S)NN2CCOCC2)c1 | 0.4% | -9% | 6% | -7% | -7%
CCOC(=O)C1=C(CS(=O)(=O)c2ccccc2)NC(=O)NC1c1cccc(OC)c1 (centres undefined) | 0.1% | -1% | -1% | -16% | -1%
O=C(NNc1cc(N2CCOCC2)nc(N2CCOCC2)n1)C12CC3CC(CC(C3)C1)C2 | 0.2% | -2% | 8% | -20% | -15%
Cn1c(=O)c2c(nc(Br)n2CCSc2nnnn2-c2ccccc2)n(C)c1=O | i | -7%&1% | 6% | 3% | 2% | inhibitors of VEEV 10K pilot screen=2.2
CC1(C)NC(=O)N(CC(=O)N2CCN(S(=O)(=O)c3cc(Cl)ccc3Cl)CC2)C1=O | 0.0% | . | -18% | -11% | 1%
CC(C)COc1nc2ccccc2nc1N1CCN(C)CC1 | i | 12% | 13% | 21% | -7%
CC(C)C1CCN(C(=O)C2CCC(=O)N(CCc3ccc(Cl)cc3)C2)CC1 (centres undefined) | 5.8% | -5% | 2% | 28% | -2%
COC(=O)NNC(=O)C1CCC(C(=O)NNC(=O)OC)CC1 (centres undefined) | 0.5% | -20% | -1% | 27% | 12%
CCCCOc1ccc(C(=O)CCN2CCOCC2)cc1 | i | 14% | 64% | ? | -3% | inhibitors of VEEV 10K pilot screen=5.0
COc1ccc(CC(=O)OCC(=O)c2c[nH]c3ccccc23)cc1 | 0.1% | . | 5% | 53% | -11%
Cc1ccc(Cn2c(=O)c3ccccc3n3c(CCC(=O)O)nnc23)cc1 | 0.5% | 4% | -7% | -4% | -8%

In the list so far, these have a nitro group on carbon.
SMILES | inhibitors of VEEV | PhoP GFP inhibition | M. tuberculosis HTS | M. tuberculosis | influenza NS1A | others
CCOC(=O)c1cc(-c2ccc(C)c([N+](=O)[O-])c2)nc2c1c(=O)n(C)c(=O)n2C | . | 2% | 9% | -2% | .
CC(OC(=O)Cc1c[nH]c2ccccc12)C(=O)Nc1ccccc1[N+](=O)[O-] (centres undefined) | 5.1% | 10% | 6% | -4% | 6%
O=[N+]([O-])c1ccc(COn2nnc3ccccc32)cc1 | 0.5% | -1% | 6% | 10% | 6%

(further entries)
SMILES | inhibitors of VEEV | PhoP GFP inhibition | M. tuberculosis HTS | M. tuberculosis | influenza NS1A | others
COc1ccc(NC(=O)CCN2C(=O)/C(=C/c3ccc4c(c3)OCO4)SC2=S)cc1 | i | -8% | -2% | 0% | -4%
O=C(O)CCCc1nc2ccccc2s1 | 0.3% | 0% | -9% | -8% | 18%
O=C(O)c1cc(S(=O)(=O)Nc2ccc3cn[nH]c3c2)ccc1Br | 2.3% | . | -3% | 1% | 12%
CCN(CC)c1ccc2cc(-c3nc4ccccc4n3C)c(=O)oc2c1 | 1.4% | -18% | ? | 4% | -38%
CC1CCc2c(sc(NC(=O)/C=C/c3cccs3)c2C(=O)O)C1 (centres undefined) | i | 1% | 19% | ? | 21%
O=[N+]([O-])c1cc(CN(CCO)CCO)ccc1O | 0.6% | 12% | 5% | 9% | 21%
O=C(CN1C(=O)c2ccc([N+](=O)[O-])cc2C1=O)NC1CCS(=O)(=O)C1 (centres undefined) | 1.2% | 6% | -6% | -5% | -2%
COc1ccc(N2CCN(C(=O)COC(=O)c3cccc(OC)c3O)CC2)cc1 | i | . | 1% | 32% | -20%
COCCCNC(=O)C[C@H]1C[C@H](C(=O)N2CCOCC2)[C@@]2(C)c3[nH]c4ccc(Cl)cc4c3CCN2C1=O | i | . | . | . | -13%
O=C(NCCS(=O)(=O)N1CCCC1)c1ccccc1 | i | -5% | -6% | -1% | 1%

An unsorted share of the library, and some 1.5% of all compounds hit somewhere here.
